Compound activity deposited in PubChem BioAssay by The Scripps Research Institute Molecular Screening Center.
PREPL inh: PREPL enzyme inhibitors, primary screen, biochemical, fluorescence polarization; 0.68% of 320,000 active; recombinant PREPL, fluorescence polarization activity-based probe; Prolyl endopeptidase-like (Homo sapiens), Q4J6C6; inhibition, % at 5.96 µM; in the data active = inhibition above about 43%;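 note: 0% = enzyme with DMSO and 100% = wells lacking enzyme; many of its hits are not listed in these tables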
LYPLA1 counter: LYPLA1 inhibitors, primary screen, counter-screen for PME1 inhibitor project, biochemical, fluorescence polarization, FP-Rh probe ABPP; Acyl-protein thioesterase 1 (Homo sapiens), O75608; recombinant LYPLA1; inhibition, % at 5.9 µM; 0.16% of 320,000 active; AID 2174, 2009;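 active = inhibition above the mean of all tested compounds plus 3 SD, set per campaign, cut at about 14% in these data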;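 note: inhibitors block serine hydrolase probe labeling of LYPLA1 so polarization falls; 0% = enzyme with DMSO and 100% = wells lacking LYPLA1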
Target sequence (O75608 whole entry, looked up): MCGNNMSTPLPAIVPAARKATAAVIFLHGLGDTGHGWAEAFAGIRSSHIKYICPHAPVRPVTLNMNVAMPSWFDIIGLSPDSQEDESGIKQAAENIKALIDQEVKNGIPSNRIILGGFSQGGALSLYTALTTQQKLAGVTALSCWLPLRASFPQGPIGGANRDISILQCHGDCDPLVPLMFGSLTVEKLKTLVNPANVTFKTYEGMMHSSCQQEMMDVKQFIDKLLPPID
PAFAH1B2 FP inh: PAFAH1B2 enzyme inhibitors, primary screen, biochemical, fluorescence polarization, human; recombinant PAFAH1B2, FP-rhodamine activity probe; AID 492953, 2010; 1.2% of 340,000 active; Platelet-activating factor acetylhydrolase IB subunit alpha2 (Homo sapiens), P68402; inhibition, % at 3.39 µM;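 active = inhibition above the mean of all tested compounds plus 3 SD, cut at about 24% in these data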;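 note: 0% = enzyme with DMSO and 100% = wells lacking PAFAH1B2; many of its hits are not listed in these tables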
Target sequence (P68402 whole entry, looked up): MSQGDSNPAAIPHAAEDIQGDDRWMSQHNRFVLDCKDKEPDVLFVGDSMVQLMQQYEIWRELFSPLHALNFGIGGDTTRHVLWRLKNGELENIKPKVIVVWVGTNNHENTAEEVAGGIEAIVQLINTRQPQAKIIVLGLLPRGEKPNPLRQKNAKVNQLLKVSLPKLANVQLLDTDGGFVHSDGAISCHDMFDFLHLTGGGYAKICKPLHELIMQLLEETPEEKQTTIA
LYPLA2 counter: LYPLA2 inhibitors, primary screen, counter-screen for PME1 inhibitor project, biochemical, fluorescence polarization, FP-Rh probe ABPP; AID 2177, 2009; 0.38% of 320,000 active; recombinant LYPLA2; inhibition, % at 5.9 µM; Acyl-protein thioesterase 2 (Homo sapiens), O95372;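 active = inhibition above the screen-wide mean plus 3 SD, limit set per campaign, cut at about 26% in these data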;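 note: 0% = LYPLA2 with DMSO and 100% = wells lacking LYPLA2 enzyme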
Target sequence (O95372 whole entry, looked up): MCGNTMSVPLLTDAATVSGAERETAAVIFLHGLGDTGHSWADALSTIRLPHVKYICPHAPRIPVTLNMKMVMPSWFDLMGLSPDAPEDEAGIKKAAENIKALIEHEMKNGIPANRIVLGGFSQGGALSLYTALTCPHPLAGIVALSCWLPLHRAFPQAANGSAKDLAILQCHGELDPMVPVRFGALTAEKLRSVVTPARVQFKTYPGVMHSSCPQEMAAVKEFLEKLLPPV
pPAFAH FP inh: pPAFAH enzyme inhibitors, primary screen, biochemical, fluorescence polarization, human; Platelet-activating factor acetylhydrolase (Homo sapiens), Q13093; recombinant pPAFAH, FP-rhodamine probe fluorescence polarization; inhibition, % at 3.39 µM; 1.5% of 330,000 active; AID 463082, 2010;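 active = inhibition above the mean inhibition across the screen plus 3 SD, cut at about 25% in these data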;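 note: inhibitors block binding of the rhodamine activity-based probe so polarization drops; 0% = enzyme with DMSO and 100% = wells lacking pPAFAH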
PAFAH2 FP inh: PAFAH2 enzyme inhibitors, primary screen, biochemical, fluorescence polarization, human | Platelet-activating factor acetylhydrolase 2, cytoplasmic (Homo sapiens), Q99487 | recombinant PAFAH2, FP-rhodamine activity probe | inhibition, % at 3.39 µM | 0.99% of 340,000 active | AID 492956, 2010;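 active = inhibition above the mean over all tested compounds plus 3 SD, cut at about 30% in these data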;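 note: inhibitors block probe labeling of enzyme so polarization drops; 0% = enzyme with DMSO and 100% = wells lacking PAFAH2 protein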
ZTA DNA inh: ZTA (EBV) inhibition in EBNA-1 counter-screen; P03206; 0.15% of 320,000 active; inhibition, % at 11 µM; ZTA-DNA binding, fluorescence polarization; in the data active = inhibition above about 33%
EBNA-1 inhibitor: EBNA-1 DNA-binding inhibitors, primary screen, biochemical, fluorescence polarization | inhibition, % at 14.8 µM | 0.34% of 300,000 active | AID 1950, 2009; in the data active = inhibition above about 28%
PAFAH1B3 inh: PAFAH1B3 enzyme inhibitors, primary screen, biochemical, fluorescence polarization, human | AID 492972, 2010 | inhibition, % at 3.39 µM | 0.28% of 340,000 active | recombinant PAFAH1B3, FP-rhodamine probe;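 active = inhibition above the screen-wide average of all tested compounds plus 3 SD, cut at about 25% in these data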;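 note: 0% = enzyme with DMSO only and 100% = wells lacking PAFAH1B3 protein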
Target sequence (Q15102 whole entry, looked up): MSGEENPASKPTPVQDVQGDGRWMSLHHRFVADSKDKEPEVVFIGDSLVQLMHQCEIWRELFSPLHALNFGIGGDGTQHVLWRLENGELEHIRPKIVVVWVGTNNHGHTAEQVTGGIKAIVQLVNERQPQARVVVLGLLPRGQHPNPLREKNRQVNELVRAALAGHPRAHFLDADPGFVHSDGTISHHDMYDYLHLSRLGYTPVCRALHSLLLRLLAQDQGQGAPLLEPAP
Starred values were filed as active, the others as inactive; · = not tested or not shown.

SMILES	PREPL inh	LYPLA1 counter	PAFAH1B2 FP inh	LYPLA2 counter	pPAFAH FP inh	PAFAH2 FP inh	ZTA DNA inh	EBNA-1 inhibitor	PAFAH1B3 inh
Clc1cccc(Sc2ccc(-c3ccccn3)s2)c1	14	4	2	4	11	-1	-9	-13	6
Cc1ccc(C(=O)NC(=S)Nc2cccnc2Cl)cc1	5	-1	6	2	1	6	0	-13	-3
Cc1ccccc1CC1(CO)CCCN(C(=O)c2cc(-c3ccccc3)no2)C1 (stereo unspecified)	-2	3	-3	-2	5	0	12	-10	2
Cc1ccc2nc(-c3ccccn3)cc(C(=O)Nc3ccc(S(=O)(=O)N4CCOCC4)cc3)c2c1	1	1	1	2	4	0	-10	-12	10
CC(C)Oc1ccc(C(=O)CCN2CCCCC2)cc1	-9	0	6	7	7	7	-24	-2	4
CCc1nc(SCC(=O)NC2CCCC2)c2c(=O)n(C)c(=O)n(C)c2n1	4	-1	6	8	-1	-7	0	5	4
COc1cccc(NC(=O)CN2CCCCCC2)c1	3	-1	1	-5	-3	-1	-1	-7	7
Cc1ccc(S(=O)(=O)Nc2ccc3c(c2)C(=O)N([C@H](C)CO)C[C@H](C)[C@@H](CN(C)C(=O)Nc2ccc(C(F)(F)F)cc2)O3)cc1	45*	·	8	·	25*	7	·	·	4
C#CCOCCOCCOCCNc1nc(N2CCN(C(=O)[C@H](CCCCN)n3cc([C@@H](N)C(C)CC)nn3)CC2)nc(N2CCN(C(=O)[C@H](Cc3ccc(O)cc3)n3cc([C@@H](N)C(C)CC)nn3)CC2)n1 (stereo partly specified)	26	1	8	-2	4	6	9	1	1
CN(/N=C/c1ccc2c(c1)OCO2)c1nc(N2CCOCC2)nc(N2CCOCC2)n1	-1	2	2	6	1	6	1	5	6
COc1ccc(CNC(=O)CCN2C(=O)c3ccccc3C2=O)cc1OC	-3	-2	2	-1	4	-7	8	9	12
CC1(C)CC(=O)C(N=Nc2cc3c(cc2[N+](=O)[O-])OCCO3)=C(O)C1	1	2	-2	2	3	-2	10	6	5
COc1ccc(S(=O)(=O)N2CCOC2CNC(=O)C(=O)NCCc2c[nH]c3ccccc23)cc1 (stereo unspecified)	14	3	4	-5	5	-2	13	-6	9
N#Cc1c(NCCN)nc(-c2ccccc2)c2c1CCCC2	28	3	3	-1	0	7	-11	2	2
O=C(C1CCCCC1)N1CCN(S(=O)(=O)c2ccc(Br)cc2)CC1	4	-3	24	-12	-1	5	-2	-10	3
Cc1nn(-c2ccccc2C(F)(F)F)c(=O)c2noc(C)c12	6	2	0	0	3	-2	10	0	1
CCCC(NC(=O)COc1cc2c(c3oc(=O)cc(C)c13)CCC(C)(C)O2)C(=O)O (stereo unspecified)	5	0	9	-3	7	13	-2	3	-3
CCCCn1nnc(NC(=O)c2ccc(-c3cccc([N+](=O)[O-])c3)o2)n1	20	1	·	0	2	·	-5	-5	·
OC(C#CCN1CCOCC1)(c1ccccc1)C1CC1 (stereo unspecified)	-9	3	4	6	7	1	4	-10	12
CCOC(=O)C1(Cc2ccc(OC)cc2)CCN(C(=O)c2sc(C)nc2C)CC1	9	-2	8	3	-5	-2	-2	4	-3
COC(=O)Cc1c[nH]c2cccc(OCC(O)CN(Cc3ccc([N+](=O)[O-])cc3)C(C)(C)C)c12 (stereo unspecified)	14	-3	18	3	9	2	3	3	9
COc1ccc(NC(=O)CN2C(=O)COc3ccc(C)cc32)c(OC)c1	-8	-2	4	-5	3	2	-3	6	6
O=C(O)COc1cccc(NC(=O)C2CCCO2)c1 (stereo unspecified)	-1	1	-4	8	1	-6	-2	-8	1
S=C(NCCSCc1c(Cl)cccc1Cl)Nc1ccccc1	5	-10	3	-19	-1	7	7	-1	-4
COc1ccc(OC)c(NC(=O)c2cc3c(cc2Cl)N2CCCCCC2=NS3(=O)=O)c1	-8	·	6	·	2	-19	·	·	12

(next part)
SMILES	PREPL inh	LYPLA1 counter	PAFAH1B2 FP inh	LYPLA2 counter	pPAFAH FP inh	PAFAH2 FP inh	ZTA DNA inh	EBNA-1 inhibitor	PAFAH1B3 inh
C=CCN(c1ccccc1OC)S(=O)(=O)c1ccc(Cl)c(C(=O)Nc2ccc(N3CCOCC3)cc2)c1	4	-4	3	0	2	3	16	13	1
COc1cccc(NC(=O)CC(c2ccc(OC(C)C)cc2)c2ccccc2OC)c1 (stereo unspecified)	3	-1	1	0	0	-11	-5	2	4
Cc1ccc2cccc(OCc3cccc([N+](=O)[O-])c3)c2n1	-7	1	6	9	7	1	-10	-10	7
CC(C)(OC1OC(CO)C(O)C(O)C1O)[C@H]1Oc2ccc3ccc(=O)oc3c2[C@H]1O (stereo partly specified)	-8	1	-2	-1	4	-7	-3	0	2
CCOC(=O)N1CCN(C(=O)C2CC(=O)N(Cc3ccc(OC)cc3)C2)CC1 (stereo unspecified)	13	3	0	8	7	-2	-3	1	6
COCCn1c(=O)[nH]c2cc(C(=O)N3CCN(c4cccc(C)c4C)CC3)ccc2c1=O	8	0	-2	-5	3	-6	-6	8	-4
c1ccc2c(c1)c1ccccc1n2CN1CCOCC1	2	-4	11	-6	3	-1	5	7	0
O=C(Nc1ccccc1Cl)C1Cc2ccccc2O/C1=N\O (stereo unspecified)	5	1	3	1	4	0	-4	0	6
COc1ccc(C(=O)NCCCCc2ccccc2)cc1	-20	-1	·	-3	0	·	-11	-7	·
CCN(CC)S(=O)(=O)c1ccc(NC(=O)COC(=O)CNS(=O)(=O)/C=C/c2ccccc2)cc1	8	-2	-1	-1	14	-9	-19	-7	2
CC(C)N1C(=O)N(c2ccccc2)C(C)(O)CC1(C)C (stereo unspecified)	8	0	3	0	2	-3	-6	-4	0
Clc1ccc(NC2(c3nnnn3C3CCCCC3)CCCCC2)cc1	3	-4	5	-7	4	5	1	-8	3
O=C(NCc1ccco1)c1ccc(CN2CCOCC2)cc1	16	0	-1	-2	0	0	-2	-2	2
O=C(O)c1ccc(-n2nnnc2SCc2ccccc2F)cc1	-6	0	4	0	6	6	0	-6	5
O=C(O)CC12CC3CC(C1)CC(n1ncc(NCc4ccccc4)c(Cl)c1=O)(C3)C2	24	4	0	-1	-2	-4	-22	-2	7
CC1=CC(C)(C)NC(=S)N1c1ccc(C)c(C)c1	3	-5	-1	-5	-5	5	1	-1	8
O=C(CCc1nc(-c2ccccc2F)no1)NC1CCCCCC1	4	4	-1	5	3	5	-26	-4	5
O=C(NCC(c1ccco1)N1CCCC1)c1cc(S(=O)(=O)N2CCCCC2)ccc1Cl (stereo unspecified)	7	·	8	·	4	1	·	·	6
Cc1c(CC(=O)N2CCN(C(=O)C3COc4ccccc4O3)CC2)c(=O)oc2cc(O)c(Cl)cc12 (stereo unspecified)	5	-2	3	0	8	11	-11	-13	2
CC(=O)Nc1ccc(NC(=O)CSc2nnc3c4ccccc4n(C)c3n2)cc1	2	-4	3	0	-1	-2	0	1	3
Cc1ccc2c(c1)Cc1nc3ccccc3nc1-2	9	1	9	-3	3	10	3	-5	11
COc1ccc(CCNC(=O)c2ccc3nc(-c4ccco4)c(-c4ccco4)nc3c2)cc1OC	17	-9	11	6	44*	23	-12	3	22
O=C(CC1C(=O)NCCN1Cc1ccc(F)cc1)NCCOc1cccnc1 (stereo unspecified)	-8	-2	2	-2	3	2	-9	2	18
COc1ccc(C(=O)n2cc(C(=O)c3cc(C)ccc3O)cn2)cc1OC	-4	-6	1	-5	-9	10	8	0	8
Cc1cc2nnc(SCC(=O)NCC(c3ccccc3)N(C)C)n2c2ccccc12 (stereo unspecified)	3	1	1	-4	-1	6	-14	1	9

Arranged by the number under EBNA-1 inhibitor (low to high): three of the compounds above.
SMILES	EBNA-1 inhibitor
O=C(O)c1ccc(-n2nnnc2SCc2ccccc2F)cc1	-6
O=C(CCc1nc(-c2ccccc2F)no1)NC1CCCCCC1	-4
COc1ccc(C(=O)n2cc(C(=O)c3cc(C)ccc3O)cn2)cc1OC	0

More records:
SMILES	PREPL inh	LYPLA1 counter	PAFAH1B2 FP inh	LYPLA2 counter	pPAFAH FP inh	PAFAH2 FP inh	ZTA DNA inh	EBNA-1 inhibitor	PAFAH1B3 inh
COc1cc2c(cc1OC)C(C)N(C(=O)C(NC(=O)c1ccccc1)C(C)C)CC2 (stereo unspecified)	3	0	4	-8	3	1	-4	7	3
Cc1cc(C(=O)NC(=S)Nc2cccc(C(=O)O)c2C)ccc1[N+](=O)[O-]	8	1	-1	0	6	3	-9	2	7
Cc1ccc(NC(=O)c2ccc(CSc3nccc(C)n3)cc2)cc1	1	-2	0	17	4	-4	-7	0	3
C/C(CC(=O)Nc1cc(C)ccn1)=N\NC(=O)c1cccc(F)c1	9	1	-9	2	3	2	-12	-4	11
O=C(O)c1ccc(COc2c(F)c(F)cc(F)c2F)o1	-9	-1	7	-3	2	5	-7	6	4
COCCn1c(SCC(=O)Nc2cc(C(C)(C)C)nn2-c2ccccc2)nnc1-c1ccncc1	4	-1	3	-3	1	-1	11	5	1
O=C1NC(=O)/C(=C\c2ccccc2OCc2ccccc2)S1	7	-2	13	1	7	-3	-1	4	6
COc1ccccc1NC(=O)CN1C(=O)NC(CC(C)C)C1=O (stereo unspecified)	17	-6	6	-16	-6	-13	8	-9	3
CN1C(=O)c2ccc(NC(=S)NC(=O)C(C)(C)C)cc2C1=O	0	0	0	5	1	-8	-21	-2	5
O=C(CN1C(=O)/C(=C/c2ccccc2)SC1=S)NC1C=CS(=O)(=O)C1 (stereo unspecified)	17	-1	5	-2	-3	3	2	7	0
CCOC(=O)c1c(C)[nH]c(C(=O)OCC(=O)Nc2ccccc2)c1C	15	-2	4	-5	3	34*	-10	·	0
CNC[C@H](CC1CCCCC1)NC[C@H](NCCC1CCCC1)[C@H](C)O	21	0	-2	2	1	-7	4	3	0
COc1ccc(C(=O)NNC(=O)c2ccccc2[N+](=O)[O-])cc1[N+](=O)[O-]	12	2	7	2	-2	0	-13	2	3
COc1ccc(OC)c(S(=O)(=O)N2CCC3(CC2)OCCN3S(=O)(=O)c2cccs2)c1	26	3	-4	10	0	7	2	1	11
O=C(CSc1nc(O)cc(=O)n1-c1ccccc1)NC1CCCCC1	0	0	-2	-7	13	6	-1	-6	3
O=C(CCn1cnc2ccccc21)N/N=C/c1ccccc1O	-19	0	3	2	2	-2	9	-7	3
O=c1ncn(-c2ccccc2F)c2ncccc12	0	1	5	9	0	1	-3	-3	0
COc1cc(C2C(C#N)=C(N)Oc3c2c(-c2ccccc2)nn3-c2ccccc2)cc(OC)c1OC (stereo unspecified)	-1	1	1	-5	23	5	9	-7	12
COc1ccc(/C=C2/NC(=O)CNC2=O)cc1	8	2	4	13	6	5	-14	-4	4
CCN(CC(=O)Nc1c(F)cccc1F)C(=O)CCCNC(=O)c1ccc(Cl)cc1	12	-1	-1	-7	2	3	-8	-7	8
CC(NC(=O)CNC(=O)c1ccco1)c1ccc(S(N)(=O)=O)cc1 (stereo unspecified)	4	3	1	-3	4	7	0	11	-2
CCOC(=O)C1(CC2CCCCO2)CCN(Cc2cc(F)ccc2-n2cccn2)CC1 (stereo unspecified)	8	-3	3	-1	0	4	12	0	5
O=C(C1CCC1)N1CCN(S(=O)(=O)c2ccc(F)cc2)CC1	6	-1	-2	7	-3	-7	3	-7	5

An excerpt. The share of hits here may be higher or lower than overall.
